From PubChem BioAssay
CHO parental Ca – ATP-evoked calcium signal inhibitors, parental CHO, primary screen, counter-screen for OX1R antagonist project, cell-based, fluorescence, Fluo-8 calcium dye. parental CHO-K1, ATP-induced calcium, Fluo-8 fluorescence. inhibition, % at 5.6 µM. actives 0.63% (n = 330,000);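 active means inhibition above that plate's mean sample inhibition plus 3 SD, cut at about 26% in these data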;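 further: 0% = ATP-challenged DMSO wells and 100% = DMSO wells without ATP; some compounds past the cut are filed as inactive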
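Assay system: untransfected parental CHO cell line. Also added: ATP agonist challenge. Dosing: one dose, 5.6 µM nominal. Measured by: Fluo-8 fluorescence. Read-out: % inhibition. Benchmarks: ATP wells versus no-ATP DMSO wells. Repeats: no replicates.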
TAAR1 antagonist – human TAAR1 antagonists, primary screen, Fluo-8 calcium fluorescence, CHO RD-HGA16 cells. Trace amine-associated receptor 1 (Homo sapiens), Q96RJ0. antagonist. inhibition, % at 3 µM. actives 1.5% (n = 360,000). AID 624466, 2012;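 active means inhibition above a per-plate cutoff, the mean inhibition of test compounds on that plate plus 3 SD, cut at about 49% in these data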;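 further: 0% = DMSO plus EC80 beta-PEA response and 100% = DMSO alone without agonist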
Target sequence (Q96RJ0 whole entry, looked up): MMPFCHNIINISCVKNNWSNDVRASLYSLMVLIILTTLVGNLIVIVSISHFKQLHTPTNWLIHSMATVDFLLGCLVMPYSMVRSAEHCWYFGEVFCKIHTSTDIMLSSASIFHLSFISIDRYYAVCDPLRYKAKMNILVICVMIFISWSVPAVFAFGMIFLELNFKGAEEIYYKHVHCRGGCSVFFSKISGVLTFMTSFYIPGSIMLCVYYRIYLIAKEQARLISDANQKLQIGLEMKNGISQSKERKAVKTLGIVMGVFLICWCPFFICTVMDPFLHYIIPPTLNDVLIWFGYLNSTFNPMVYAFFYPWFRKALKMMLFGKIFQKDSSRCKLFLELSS
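Test system: CHO RD-HGA16 cells bearing hTAAR1 | Reagent: β-PEA, EC80 | Compound dosing: 3 µM, single point | Schedule: Dye loading 75 min at 37 °C, then 30 min room temperature | Signal: Calcium fluorescence with Fluo-8 | Evaluation: Percent inhibition of PEA-evoked calcium signal, max/basal emission ratio | Control set: DMSO-only wells and EC80 β-PEA-stimulated wells | Repeats: Singlicate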
CHO-K1 Ca ag – counter-screen for M1 agonists: effect in parental CHO-K1 cells. Fluo-8 calcium fluorescence; scaled to maximal ATP response, vehicle zero. activation, % at 3 µM. actives 0.48% (n = 360,000); in the data active means activation above about 15%;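 further: untransfected CHO-K1 host cells lacking M1 receptor as counterscreen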
V1R ag counter – agonists of human V1a receptor, primary screen, counter-screen for OXTR agonist project, fluorescence, CHO-V1R cells | Vasopressin V1a receptor (Homo sapiens), P37288 | Fluo-8 calcium fluorescence, agonist mode; 0% DMSO, 100% 3 nM vasopressin | activation, % at 3 µM | actives 0.25% (n = 320,000) | AID 2797, 2010;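 active means activation above the mean activation of all tested compounds plus 3 SD, per screening run, cut at about 20% in these data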;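 further: signal is peak over basal fluorescence ratio across a 100 second FLIPR read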
Target sequence (P37288 whole entry, looked up): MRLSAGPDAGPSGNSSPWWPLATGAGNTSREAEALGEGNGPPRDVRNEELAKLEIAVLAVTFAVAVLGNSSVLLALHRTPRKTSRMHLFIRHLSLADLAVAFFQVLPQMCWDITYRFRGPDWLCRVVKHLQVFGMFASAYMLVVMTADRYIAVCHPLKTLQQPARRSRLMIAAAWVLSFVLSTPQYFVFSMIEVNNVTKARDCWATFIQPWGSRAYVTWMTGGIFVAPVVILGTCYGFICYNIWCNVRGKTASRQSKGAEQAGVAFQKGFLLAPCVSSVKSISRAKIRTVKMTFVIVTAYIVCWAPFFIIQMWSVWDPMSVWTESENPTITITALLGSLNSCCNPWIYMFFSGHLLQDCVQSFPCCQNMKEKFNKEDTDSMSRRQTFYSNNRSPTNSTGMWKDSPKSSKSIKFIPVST
OXTR potentiator – human OXTR potentiators, primary screen, fluorescence, CHO-OTR cells, Fluo-8 calcium; AID 2445, 2010; Oxytocin receptor (Homo sapiens), P30559; Fluo-8 calcium fluorescence, potentiator mode; 0% = oxytocin EC15, 100% = EC100; actives 0.061% (n = 320,000); activation, % at 3 µM;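 active means activation above that plate's cutoff, the mean activation of tested compounds plus 3 SD, cut at about 6.6% in these data, passing the limit was not always enough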;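 further: 100% uses oxytocin at 75 nM as the full agonist control; some results filed as inactive read as strong as hits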
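test system = CHO-OTR cells, human receptor | compound = single-point 3.0 µM | schedule = 6 min compound pre-incubation at room temperature, 100 s kinetic read | signal = Fluo-8 no-wash calcium dye fluorescence, excitation 470-495 nm, emission 515-575 nm | repeats = single well per compound, singlicate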
CHO-K1 Ca antag – counter-screen for M1 antagonists: effect in parental CHO-K1 cells; ATP-induced calcium, Fluo-8 fluorescence; inhibition, % at 3 µM; actives 0.6% (n = 360,000);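 active means inhibition above a per-plate cutoff, the plate's mean sample inhibition plus 3 SD, cut at about 24% in these data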;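 further: 0% = DMSO plus EC80 ATP and 100% = DMSO alone without ATP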
M1 PAM parental – nonselective calcium activators in parental CHO-K1 cells, primary screen, counter-screen for M1 PAM project, cell-based, Fluo-8 calcium fluorescence, full deck, 1536-well; ATP EC20; 0% at ATP EC20, 100% at ATP max; activation, % at 3 µM; actives 0.02% (n = 360,000);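 active means activation above the run cutoff, the mean activation of all test compounds plus 3 SD, cut at about 40% in these data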;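 further: peak over basal fluorescence ratio in a 140 s read after ATP addition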
TAAR1 ag – human TAAR1 agonists, primary screen, Fluo-8 calcium fluorescence, CHO RD-HGA16 cells. Trace amine-associated receptor 1 (Homo sapiens), Q96RJ0. vehicle wells 0%, saturating PEA agonist 100%. activation, % at 3 µM. actives 0.99% (n = 360,000);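 active means activation above the mean activation of all test compounds in the run plus 3 SD, cut at about 38% in these data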
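Repeats: no replicates (n 1) | Material: CHO-derived RD-HGA16 cells with stable Gα16 and human TAAR1 | Technique: Kinetic Fluo-8 calcium fluorescence | Schedule: 17-24 h seeding, 75 min 37 °C dye, 30 min RT | Evaluation: % activation from peak over basal fluorescence ratio, DMSO-to-PEA scaled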
* hit, by the source's call; . = no result given. Only part of the results is shown; count on the stated rates, not on these rows.

SMILES | CHO parental Ca | TAAR1 antagonist | CHO-K1 Ca ag | V1R ag counter | OXTR potentiator | CHO-K1 Ca antag | M1 PAM parental | TAAR1 ag
COC(=O)N1CCN(C(=O)Cc2ccc(Cl)c(Cl)c2)C(CN2CCCC2)C1 (stereo not drawn) | -18.1 | . | . | 0.3 | 1.3 | . | . | .
O=C1NC(=O)N(c2ccccc2)C(=O)/C1=C/c1ccc2c(c1)Cc1ccccc1-2 | 0.5 | . | . | -0.8 | -5.7 | . | . | .
Cc1ccc(C(=O)N[C@@H](C)CN2C3=NC[C@H](Cc4ccccc4)N3C[C@H]2Cc2ccc(O)cc2)cc1Br | 41.8* | . | . | -1.2 | -10.8 | . | . | .
CC(C)(C#CCCCCC#CC(C)(C)[N+](C)(C)C)[N+](C)(C)C | -6.5 | . | . | 0.8 | 0.8 | . | . | .
O=C1NC(=O)N(c2ccccc2)C(=O)/C1=C\c1ccc2c3c(cccc13)CC2 | -3.8 | . | . | -0.6 | 2.6 | . | . | .
c1ccc(-c2[nH]c[n+](CC3CO3)c2-c2ccccc2)cc1 (stereo not drawn) | -13.3 | . | . | -0.9 | 0.4 | . | . | .
CCN1C(=O)NC(=O)/C(=C\c2cn(CC(=O)O)c3ccccc23)C1=O | -0.9 | . | . | 7.3 | 1.3 | . | . | .
C[C@]12CC[C@H](O)CC1=CC[C@@H]1[C@@H]2CC[C@@]2(C)[C@H]1CC[C@]2(C)O | -2.1 | . | . | 2.1 | -7.8 | . | . | .
CC(C)(O)[C@@H]1[C@H]2OC(=O)[C@@H]1[C@]1(O)C[C@H]3O[C@]34C(=O)O[C@H]2[C@]14C (tested in a mixture with another compound) | -3.6 | . | . | 0.8 | -3.7 | . | . | .
OC[C@@H](O)CCl | -1.5 | . | . | 1.1 | -2.2 | . | . | .
c1nc2nc3c(c(N4CCNCC4)n2n1)CCCC3 | 17.2 | . | . | 1.0 | -5.9 | . | . | .
CC(=O)O[C@@H]1/C=C/[C@](C)(O)C[C@@H](C)C/C=C/[C@H]2[C@H](O)C(C)=C(C)[C@H]3[C@H](Cc4ccccc4)NC(=O)[C@@]123 | -11.4 | . | . | -0.1 | -2.1 | . | . | .
CC(O)(CS(=O)(=O)c1ccc(F)cc1)C(=O)Nc1ccc(C#N)c(C(F)(F)F)c1 (stereo not drawn) | -16.5 | . | . | 11.4 | -16.5 | . | . | .
CCC1C=CC=CC[C@H](C)[C@@H](O)[C@](C)(O)C(=O)[C@@H](C)[C@H](O)[C@@H](C)C(=O)[C@H](C)[C@@H](O)[C@H](C)C=CC(=O)OC2[C@@H](C)C(CC1)OC1(CC[C@@H](C)C(C[C@H](C)O)O1)[C@@H]2C (stereo partly drawn) | -10.5 | . | . | 4.5 | -17.0 | . | . | .
CC/C(=C\C=C\[C@@H]1C=C[C@@H]2CCC[C@H]2[C@@H]1C(=O)c1ccc[nH]1)[C@@H]1O[C@@H]([C@@H](C)C(=O)O)CC[C@@H]1C | 47.7* | . | . | 13.6 | -25.4 | . | . | .
CC[C@H](C)/C=C(C)/C=C/C1=CC2=C(Cl)C(=O)[C@@](C)(OC(C)=O)C(=O)C2=CO1 | -1.5 | . | . | 1.4 | 3.5 | . | . | .
Cc1ccc(N2C(=O)/C(=C/c3ccc(CN(CCC#N)S(C)(=O)=O)o3)C(=O)NC2=S)cc1C | -6.0 | . | . | 0.8 | -16.6 | . | . | .
NC(Cc1cc(O)c(O)cc1O)C(=O)O (stereo not drawn) | -1.1 | . | . | 0.0 | 0.6 | . | . | .
CN(C)CCc1nc2ccccc2c(=O)n1-c1ccccc1 | -10.4 | . | . | -0.1 | -0.1 | . | . | .
Cc1cccc(N2C(=O)NC(=O)/C(=C/c3ccc([N+](=O)[O-])o3)C2=O)c1 | 8.7 | . | . | 2.0 | -3.5 | . | . | .
O=C1NC(=O)C(=C/C=C/c2coc3ccc(Br)cc3c2=O)C(=O)N1 | -3.2 | . | . | 17.2 | -22.8 | . | . | .
Cn1c(O)c(/C=N/N2CCOCC2)c(=O)[nH]c1=S | -4.0 | . | . | 0.3 | 0.7 | . | . | .
C=C(C=O)C[C@@H]1C[C@H](O)C2OC3C[C@]4(C)OC5/C=C\CC6OC7C(CC=CCC6OC5CCCC4OC3CC2O1)OC1CC2OC3CC(=O)OC3C[C@@H](C)C[C@@]2(C)OC1C[C@@H]7C (stereo partly drawn) | 20.7 | . | . | 3.3 | -4.8 | . | . | .
CC(C)S(=O)(=O)N1Cc2ccc(Br)cc2-n2nncc2C1 | . | -21.2 | . | . | . | . | . | 2.2
COC(=O)C1=C(c2ccc(OC(F)(F)F)cc2)C[C@@H]2CC[C@H]1N2C(=O)N1CCc2cc(OC)c(OC)cc2C1 | . | -11.1 | . | . | . | . | . | -1.7
CN1C2(C)c3ccccc3C1(c1ccccc1)c1ccccc12 | . | -15.3 | . | . | . | . | . | 2.2
O=C(O)CCl | . | 6.9 | . | . | . | . | . | 0.5
Oc1ccc2c3c1O[C@H]1c4[nH]c5c(c4CC4(O)C(C2)N(CC2CC2)CCC314)CC1(O)[C@H]2Cc3ccc(O)c4c3[C@@]1(CCN2CC1CC1)C5O4 (stereo partly drawn) | . | -12.6 | . | . | . | . | . | 1.3
COc1ccc2nc(-c3ccc(CN4CCC(n5nnc6ccccc65)CC4)cc3)c(-c3ccccc3)nc2c1 | . | 50.5* | . | . | . | . | . | 0.8
O=S(=O)(c1ccccc1)N1CCC2CCNC2C1 (stereo not drawn) | . | -13.7 | . | . | . | . | . | 2.2
COC(=O)C1CC(OC(C)=O)C(=O)[C@H]2C1(C)CC[C@H]1C(=O)OC(c3ccoc3)CC12C (stereo partly drawn) | . | 14.0 | . | . | . | . | . | 0.2
Cn1cc2c([N+](=O)[O-])cc([N+](=O)[O-])cc2n1 | . | 17.1 | . | . | . | . | . | -0.3
CS(=O)(=O)N1CCC2CCNC2C1 (stereo not drawn) | . | -17.4 | . | . | . | . | . | 2.1
COc1cccc(C(=O)NCCN2CCC3(CC2)C(=O)NCN3c2ccccc2)c1 | . | 4.8 | . | . | . | . | . | 9.8
CN1C[C@H](O)[C@H]2C[C@@H]1c1ccccc1O2 | . | -39.0 | . | . | . | . | . | 1.9
O=C(NCCN1CCC2(CC1)C(=O)NCN2c1ccccc1)c1ccccc1F | . | -10.8 | . | . | . | . | . | 2.3
N#CCCC#N | . | -13.6 | . | . | . | . | . | 5.4
CN1C2CCC1C(C(=O)Oc1ccccc1)C(c1ccc(Cl)cc1)C2 (stereo not drawn) | . | 14.9 | . | . | . | . | . | 3.5
Cc1ccc(OC(=O)N(C)C[C@@H]2OCc3ccccc3-c3c(n(C)c4ccccc34)C(=O)N([C@H](C)CO)C[C@H]2C)cc1 | . | 7.9 | . | . | . | . | . | 7.5
Cc1cc(N2CCNC[C@@H]2C)ccc1N1CC[C@H](O)C1 | . | -25.4 | . | . | . | . | . | 0.7
c1ccc(Cc2cnc(N3CCNCC3)nc2)cc1 | . | -17.6 | . | . | . | . | . | 44.6*
CCOC(=O)c1c(N)n(Cc2ccc(OC)cc2)c2nc3ccccc3nc12 | . | 20.2 | . | . | . | . | . | 18.2
O=C(NCCN1CCC2(CC1)C(=O)NCN2c1ccccc1)c1cccs1 | . | 5.9 | . | . | . | . | . | 16.6
O=c1[nH]c2cc(Cl)ccc2n1C1CCN(Cc2ccc(-c3nc4ccc(F)cc4nc3-c3ccccc3)cc2)CC1 | . | -27.2 | . | . | . | . | . | 1.5
Cc1ccc(N2Cc3ccccc3-n3nncc3C2)cc1 | . | -15.8 | . | . | . | . | . | -0.2

Part of the list above in another layout:
Second line of a record: CHO parental Ca	TAAR1 antagonist	CHO-K1 Ca ag	V1R ag counter	OXTR potentiator	CHO-K1 Ca antag	M1 PAM parental	TAAR1 ag
> COC(=O)C1CC(OC(C)=O)C(=O)[C@H]2C1(C)CC[C@H]1C(=O)OC(c3ccoc3)CC12C (stereo partly drawn)
→ .	14.0	.	.	.	.	.	0.2
> Cn1cc2c([N+](=O)[O-])cc([N+](=O)[O-])cc2n1
→ .	17.1	.	.	.	.	.	-0.3
> CS(=O)(=O)N1CCC2CCNC2C1 (stereo not drawn)
→ .	-17.4	.	.	.	.	.	2.1
> COc1cccc(C(=O)NCCN2CCC3(CC2)C(=O)NCN3c2ccccc2)c1
→ .	4.8	.	.	.	.	.	9.8
> CN1C[C@H](O)[C@H]2C[C@@H]1c1ccccc1O2
→ .	-39.0	.	.	.	.	.	1.9
> O=C(NCCN1CCC2(CC1)C(=O)NCN2c1ccccc1)c1ccccc1F
→ .	-10.8	.	.	.	.	.	2.3
> N#CCCC#N
→ .	-13.6	.	.	.	.	.	5.4
> CN1C2CCC1C(C(=O)Oc1ccccc1)C(c1ccc(Cl)cc1)C2 (stereo not drawn)
→ .	14.9	.	.	.	.	.	3.5

Next part
SMILES | CHO parental Ca | TAAR1 antagonist | CHO-K1 Ca ag | V1R ag counter | OXTR potentiator | CHO-K1 Ca antag | M1 PAM parental | TAAR1 ag
N#Cc1ccc2nc(-c3ccc(CN4CCC(n5c(=O)[nH]c6cc(Cl)ccc65)CC4)cc3)c(-c3ccccc3)nc2c1 | . | 25.1 | . | . | . | . | . | 1.5
c1ccc(-c2nc3ccccc3nc2-c2ccc(CN3CCC(n4nnc5ccccc54)CC3)cc2)cc1 | . | 51.5* | . | . | . | . | . | 1.5
O=C(NCCN1CCC2(CC1)C(=O)NCN2c1ccccc1)c1cccc(F)c1 | . | 74.2* | . | . | . | . | . | 59.6*
Cc1ccc2nc(-c3ccc(CN4CCC(n5nnc6ccccc65)CC4)cc3)c(-c3ccccc3)nc2c1 | . | 74.8* | . | . | . | . | . | 0.7
CCC(=O)[C@@H](C)[C@@H](O)[C@H](C)C[C@@H](C)C1OC(=O)C[C@@]2(O)CC=C(C)C(O2)C(C)=CCCC[C@H](O[C@H]2C[C@@H](OC(N)=O)[C@H](O)[C@@H](C)O2)C=C[C@H](C)C[C@H]1C (stereo partly drawn) | . | . | 6.0 | . | . | 2.5 | 6.3 | .
CN(Cc1cccc(-c2ccncc2)c1)C(=O)Oc1ccccc1Cl | . | . | 12.7 | . | . | 6.8 | -17.0 | .
